TAAR1 ag = human TAAR1 agonism; actives 0.99% (n = 360,000); AID 624467; CHO RD-HGA16 TAAR1, Fluo-8 calcium fluorescence; vehicle wells 0%, saturating PEA agonist 100%; activation, % at 3 µM; Q96RJ0;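 active = activation above the mean activation of all test compounds in the run plus 3 SD, cut at about 38% in these data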
Target sequence (Q96RJ0 whole entry, looked up): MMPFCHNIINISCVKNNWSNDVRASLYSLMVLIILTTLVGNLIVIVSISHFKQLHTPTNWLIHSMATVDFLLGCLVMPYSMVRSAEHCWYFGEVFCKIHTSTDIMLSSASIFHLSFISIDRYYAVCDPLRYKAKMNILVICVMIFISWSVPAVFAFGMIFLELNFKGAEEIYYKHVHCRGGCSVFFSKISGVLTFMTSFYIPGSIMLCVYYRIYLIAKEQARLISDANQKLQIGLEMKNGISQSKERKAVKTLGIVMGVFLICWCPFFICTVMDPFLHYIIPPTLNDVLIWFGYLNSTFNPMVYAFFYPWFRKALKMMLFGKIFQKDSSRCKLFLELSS
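Assay system – CHO-derived RD-HGA16 cells with stable Gα16 and human TAAR1 · Compound dosing – one-point dosing at 3 µM (nominal) · Incubation – 17-24 h seeding, 75 min 37 °C dye, 30 min RT · Measured by – kinetic Fluo-8 calcium fluorescence · Control set – DMSO vehicle as 0%, PEA at EC100 as 100% · Repeats – single well for each compound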
CHRM1 PAM = positive allosteric modulators of human M1 muscarinic receptor. P11229. CHO-K1 hM1, Fluo-8 calcium fluorescence, ACh EC20; 0% = ACh EC20, 100% = maximal ACh. activation, % at 3 µM. actives 0.088% (n = 360,000). AID 588819; in the data active = activation above about 19%, passing the limit was not always enough
Target sequence (P11229 whole entry, looked up): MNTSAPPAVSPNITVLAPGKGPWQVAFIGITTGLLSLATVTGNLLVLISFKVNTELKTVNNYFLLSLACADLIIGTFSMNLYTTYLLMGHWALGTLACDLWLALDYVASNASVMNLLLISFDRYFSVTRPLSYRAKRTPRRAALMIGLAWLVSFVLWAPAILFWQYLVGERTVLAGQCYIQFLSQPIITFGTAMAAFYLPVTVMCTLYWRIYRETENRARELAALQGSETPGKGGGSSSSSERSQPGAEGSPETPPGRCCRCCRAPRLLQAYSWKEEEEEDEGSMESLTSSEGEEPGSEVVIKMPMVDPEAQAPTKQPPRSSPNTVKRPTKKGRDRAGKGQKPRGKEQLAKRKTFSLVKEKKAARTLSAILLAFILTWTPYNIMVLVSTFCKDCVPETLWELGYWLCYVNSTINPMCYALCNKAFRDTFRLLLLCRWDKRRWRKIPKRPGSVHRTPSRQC
CHRM1 agonist = agonists of human M1 muscarinic receptor; activation, % at 3 µM; CHO-K1 hM1, Fluo-8 calcium fluorescence, agonist mode; 0% DMSO, 100% acetylcholine EC100; actives 0.33% (n = 360,000); P11229;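 active = activation above the run's mean compound activation plus 3 SD, cut at about 16% in these data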;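 also: peak over basal fluorescence ratio within a 140 s kinetic read after compound addition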
TAAR1 antagonist = human TAAR1 antagonism. inhibition, % at 3 µM. Q96RJ0. CHO RD-HGA16 TAAR1, Fluo-8 calcium fluorescence, antagonist. AID 624466. actives 1.5% (n = 360,000);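 active = inhibition above a per-plate cutoff, the mean inhibition of test compounds on that plate plus 3 SD, cut at about 49% in these data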;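 also: 0% = DMSO plus EC80 beta-PEA response and 100% = DMSO alone without agonist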
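test system = CHO RD-HGA16 cells bearing hTAAR1 | replication = singlicate | controls = DMSO-only wells and EC80 β-PEA-stimulated wells | reagent = EC80 β-phenethylamine stimulus | read-out basis = percent inhibition of PEA-evoked calcium signal, max/basal emission ratio | schedule = seeding 17-24 h prior, 75-min 37 °C, 30-min RT dye loading | signal = kinetic Fluo-8 calcium fluorescence measurement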
M1 PAM parental = M1 PAM counterscreen hit in parental CHO-K1 cells | actives 0.02% (n = 360,000) | AID 602247 | ATP EC20, Fluo-8 calcium fluorescence; 0% at ATP EC20, 100% at ATP max | activation, % at 3 µM;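 active = activation above the run cutoff, the mean activation of all test compounds plus 3 SD, cut at about 40% in these data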;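 also: peak over basal fluorescence ratio in a 140 s read after ATP addition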
M1 ag parental = M1 agonist counterscreen hit in parental CHO-K1 cells. actives 0.48% (n = 360,000). Fluo-8 calcium fluorescence; scaled to maximal ATP response, vehicle zero. AID 602248. activation, % at 3 µM; in the data active = activation above about 15%;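 also: untransfected CHO-K1 host cells lacking M1 receptor as counterscreen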
CHO parental Ca = counter-screen: ATP calcium response change in parental CHO cells; actives 0.63% (n = 330,000); inhibition, % at 5.6 µM; parental CHO-K1, ATP-induced calcium, Fluo-8 fluorescence;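 active = inhibition above that plate's mean sample inhibition plus 3 SD, cut at about 26% in these data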;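 also: 0% = ATP-challenged DMSO wells and 100% = DMSO wells without ATP; some compounds past the cut are filed as inactive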
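Material: parental CHO cells / Compound: single nominal dose of 5.6 µM per compound / Signal: Fluo-8 fluorescence / Replicates: singlicate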
CHRM1 antagonist = blocks human M1 muscarinic receptor. CHO-K1 hM1, Fluo-8 calcium fluorescence, ACh EC80 antagonist. inhibition, % at 3 µM. actives 1.3% (n = 360,000). AID 588852;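 active = percent inhibition above its own plate's cutoff, namely the mean of that plate's compound wells plus 3 SD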;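 also: peak over basal fluorescence ratio during 140 s after agonist addition; 0% = ACh EC80 plus DMSO and 100% = DMSO alone without agonist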
CHO-K1 Ca antag = nonselective inhibitor or artifact in parental CHO-K1 cells | actives 0.6% (n = 360,000) | ATP-induced calcium, Fluo-8 fluorescence | inhibition, % at 3 µM;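 active = inhibition above a per-plate cutoff, the plate's mean sample inhibition plus 3 SD, cut at about 24% in these data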;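 also: 0% = DMSO plus EC80 ATP and 100% = DMSO alone without ATP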
Starred values were filed as active, the others as inactive; . = not tested or not shown.

Start of the data: the first 2 compounds, ahead of the listing:
#	SMILES	TAAR1 ag	CHRM1 PAM	CHRM1 agonist	TAAR1 antagonist	M1 PAM parental	M1 ag parental	CHO parental Ca	CHRM1 antagonist	CHO-K1 Ca antag
1	COC(=O)Cn1cc(C(=O)C(C)(C)C)c2ccccc21	4.0	1.4	-0.7	-2.0	-19.0	3.1	-9.7	6.5	19.8
2	O=C(CN(Cc1cccs1)S(=O)(=O)c1ccc(S(=O)(=O)N2CCCCC2)cc1)Nc1ccccc1	3.4	-5.3	-6.6	-10.2	26.1	0.3	4.8	6.9	-1.9

All compounds of this part, repeating the preview:
#	SMILES	TAAR1 ag	CHRM1 PAM	CHRM1 agonist	TAAR1 antagonist	M1 PAM parental	M1 ag parental	CHO parental Ca	CHRM1 antagonist	CHO-K1 Ca antag
1	COC(=O)Cn1cc(C(=O)C(C)(C)C)c2ccccc21	4.0	1.4	-0.7	-2.0	-19.0	3.1	-9.7	6.5	19.8
2	O=C(CN(Cc1cccs1)S(=O)(=O)c1ccc(S(=O)(=O)N2CCCCC2)cc1)Nc1ccccc1	3.4	-5.3	-6.6	-10.2	26.1	0.3	4.8	6.9	-1.9
3	CCCCOc1ccc(/C(O)=C2/C(=O)C(=O)N(CCN(C)C)C2c2ccc(O)c(OC)c2)cc1 (stereo not given)	6.7	1.3	-0.5	-11.5	8.5	1.4	11.4	-3.9	-16.5
4	COc1ccc(NC(=O)Cn2c(C)cc(=O)c3cccc(OC)c32)cc1	1.4	3.5	-0.5	-7.3	-17.7	-0.1	2.4	15.2	-5.2
5	O=[N+]([O-])c1ccc(S(=O)(=O)CC(CN2CCOCC2)N2CCOCC2)cc1 (stereo not given)	3.9	5.4	-3.0	13.6	-7.4	0.1	-12.5	-0.4	2.5
6	COc1cccc(OCC(=O)NNC(=O)c2cccs2)c1	15.0	-9.7	-0.3	2.3	12.5	0.2	4.0	4.5	6.6
7	COc1cc(C)ccc1OCc1cc(C(=O)N2CCN(C3CCCCC3)CC2)no1	0.5	8.2	-0.7	-25.0	-20.2	0.8	-21.1	-4.8	0.2
8	O=C(COC(=O)C1CC(O)CN1C(=O)Oc1ccccc1)c1ccc(Br)cc1 (stereo not given)	3.4	8.1	-6.2	-25.5	22.9	0.2	-21.0	-3.2	-6.5
9	C#CCN(C[C@H]1[C@H](OC(=O)Nc2c(C)noc2C)[C@H](OC(=O)Nc2c(C)noc2C)C[C@@H](C(=O)OC)[C@H]1C(=O)OC)S(=O)(=O)c1ccc(C)cc1	2.5	2.9	-7.0	-10.1	1.2	-0.1	.	-8.8	-4.6
10	CC(=O)c1ccc(Oc2ncnc3sccc23)cc1	11.6	3.1	-4.2	-6.0	24.9	1.4	-3.4	-1.4	-11.3
11	COC(=O)C1(CCSC)NC(c2ccc(O)cc2)C2C(=O)N(c3ccc4c(c3)OCCO4)C(=O)C21 (stereo not given)	6.5	0.8	0.1	23.5	-3.5	2.5	-9.5	0.6	2.6
12	Cc1cc2ncn(CC(C)C)c2cc1C	0.9	8.1	-8.0	-5.1	21.7	1.4	-16.5	-1.4	-11.5
13	CC(=O)Nc1ccc(NC(=O)C2c3ccccc3Oc3ccccc32)cc1	1.5	-0.4	-2.6	-14.8	5.4	0.6	-9.4	6.6	-2.2
14	CC1(C)NC(=O)N(CC(=O)N2CCN(S(=O)(=O)c3cc(Cl)ccc3Cl)CC2)C1=O	10.7	6.1	-4.2	-11.3	2.9	0.0	-3.0	-7.2	-12.3
15	COc1ccccc1NC(=O)CC1CCCC1	0.2	6.0	-6.9	-6.7	11.8	0.6	-20.8	-11.8	-22.8
16	O=C(NC1CCCC1)C1CCN(C(=O)c2ccc(Cl)cc2Cl)CC1	4.8	0.0	-1.6	-17.3	6.0	6.6	1.2	5.8	9.7
17	Cc1cccn2c(=O)c(C=O)c(N3CCSCC3)nc12	7.5	7.2	-4.9	-18.1	-7.9	0.0	-8.9	-5.0	-5.6
18	CC1(C)CC(=O)C(C=NCCN2CCN(C(=O)CCl)CC2)=C(O)C1	1.1	13.5	-3.9	-6.9	10.2	0.5	-3.3	-19.1	-4.5
19	O=C(Nc1cnn(Cc2ccc(F)cc2)c1)c1cnccn1	0.3	6.5	-2.9	-34.0	21.9	0.6	-15.3	-10.2	-13.9
20	CCCCNCCCOc1cc(Cl)ccc1Cl	26.6	-1.6	-4.4	-15.2	10.9	1.8	-10.6	7.1	-14.5
21	CC(C)N=C1CCCC1C(=S)SSC(=S)C1CCCC1=NC(C)C (stereo not given)	.	-1.7	0.8	.	13.0	0.9	.	5.5	-4.3
22	CCc1nnc(NC(=O)c2cc(Cl)ccn2)s1	1.6	-8.2	-5.1	-0.2	-8.3	0.4	-12.7	7.9	-1.3
23	O=C(NN=c1c(=O)c2ccccc2c1=O)c1ccccc1	7.4	1.5	-4.8	-11.4	7.3	0.2	0.9	1.8	-2.6
24	CCOc1cc(S(=O)(=O)NCc2cccs2)ccc1Cl	5.2	-11.9	-4.0	10.5	-1.1	0.5	-4.4	-4.1	11.3
25	COc1ccc(NS(=O)(=O)c2ccc(N3CCOCC3)c(NC(=O)c3ccc(F)cc3)c2)cc1	3.1	12.6	-5.5	-17.5	25.4	1.1	-14.9	-9.3	-20.2
26	COc1ccccc1C(=O)NCCC(=O)N(C)Cc1cccnc1	2.1	4.6	-2.3	0.3	-2.2	0.1	-19.5	5.5	1.2
27	O=C(c1c(Cl)cccc1Cl)N1CCN(c2ccccn2)CC1	9.3	1.0	-1.9	3.7	-12.5	-0.5	-5.1	-4.8	8.1
28	CCCSc1ccc([C@@H]2[C@H]3C(=O)N(CC)C(=O)[C@H]3[C@]3(C(=O)OC)CCCCN23)cc1	2.5	-8.4	-7.8	15.2	15.2	0.5	-33.5	1.6	-19.2
29	CCCCn1nnnc1C1(C)CCC(=O)N1CCc1ccccc1F (stereo not given)	2.6	.	.	-18.3	14.7	0.4	.	.	-8.3
30	CCOC(=O)c1c(S(=O)(=O)N2CCN(c3ccc(C(C)=O)cc3)CC2)c(C)n(C)c1C	2.4	8.8	-3.9	-9.2	19.9	2.2	-27.4	-7.9	-17.4
31	O=C(Nc1ccccc1Cl)NC1(C(=O)N2CCOCC2)CCCCC1	2.1	1.4	-3.7	-7.8	-13.4	-0.4	-8.4	2.2	-5.4
32	CC(=O)c1ccc(S(=O)(=O)Nc2cccc(-c3ccc4nncn4n3)c2)cc1	7.5	2.7	-5.4	-2.9	19.4	0.5	-11.7	-2.0	5.5
33	CN1CCCN(C(=O)c2cccc(Br)c2)CC1	0.0	1.3	-9.2	3.5	17.7	0.5	-8.7	-16.9	-13.9
34	Cc1nnsc1C(=O)Nc1ccccc1	0.6	-4.8	-9.2	8.7	-7.2	0.3	1.5	-1.4	7.5
35	COc1ccc(CNCC(O)COc2ccc(C(C)(C)c3ccccc3)cc2)cc1 (stereo not given)	40.5*	2.3	1.4	4.7	-6.6	1.5	36.4*	6.6	3.1
36	O=C(/C=C/c1cccs1)N1CCC2(CC1)Oc1ccc(Cl)cc1C(=O)C21CC(c2ccccc2)=NO1 (stereo not given)	3.8	0.8	-2.0	11.8	-5.0	0.8	-14.9	7.1	-14.3
37	COc1ccc(/C=N/Nc2nonc2N)c(OC)c1	1.1	8.3	-3.5	1.9	-2.2	-0.1	-6.0	-11.8	-12.7
38	O=C(Nc1ccc(NC(=O)c2cc3ccccc3o2)cc1)c1ccc2c(c1)OCCO2	4.4	7.7	-2.1	-13.3	4.2	1.1	16.6	-5.6	-9.9
39	Cc1nnc2sc(SCc3ccccc3Cl)nn2c1=O	-0.2	14.8	-0.3	1.7	17.9	1.4	-18.9	-9.9	-4.1
40	C/C(=N\Nc1ccc([N+](=O)[O-])cc1)c1cccc(N)c1	17.7	1.2	-4.8	16.9	13.5	4.1	-7.5	-10.9	-5.8
41	O=C(c1ccc(NS(=O)(=O)/C=C/c2ccccc2)cc1)N1CCCCC1	4.1	0.3	2.5	-19.6	1.4	6.3	3.9	1.6	-2.1
42	CCOc1ccc(NC(=O)C2CC(C)=C(C)CC2C(=O)O)cc1 (stereo not given)	-0.2	2.1	-4.8	-3.3	-3.7	0.5	-4.2	-5.1	12.2
43	Cc1occc1C(=O)NNC(=O)C(c1ccccc1)c1ccccc1	15.8	-8.4	-0.1	-9.5	-1.5	4.0	-20.5	3.5	-3.4
44	Cc1cccc(N2C(=O)CSC2c2cccnc2)c1 (stereo not given)	-0.1	4.6	-5.8	-20.2	-2.6	0.6	-7.5	0.4	-5.5
45	COCCn1nnnc1C(c1ccccn1)N1CCN(c2cc(C)ccc2C)CC1 (stereo not given)	11.5	0.3	-2.2	-10.8	-2.7	0.8	-14.1	-18.8	-7.9
46	O=C(O)c1ccccc1NS(=O)(=O)c1cccc2nsnc12	2.1	3.9	-2.2	-7.3	10.8	-0.1	-8.2	-1.1	-3.7
47	Cn1c2ccc(F)cc2c2nnc(SCCN3CCOCC3)nc21	3.3	-6.0	-9.3	-19.3	6.4	4.5	.	7.7	-4.0
48	CC1=CC(C)C2(COC(=O)Nc3ccccc3)COC(C)C1C2C (stereo not given)	6.3	-0.2	-11.4	22.2	17.1	2.1	-24.1	-9.9	-12.4
49	NCCc1nnc(SCC(=O)c2ccc(Cl)cc2)o1	4.3	6.6	-5.8	-24.7	10.8	1.2	-10.7	-5.7	-9.6
50	O=C(COC(=O)c1ccco1)Nc1ccc2c(c1)OCO2	0.5	6.3	-2.5	-15.8	14.3	0.3	-9.0	-13.2	-13.0
